UBC13 inh: inhibitors of human UBC13 polyubiquitin chain formation. P61088. TR-FRET. inhibition, % at 20 µM. actives 0.47% (n = 330,000); in the data active means inhibition above about 45%, passing the limit was not always enough
Target sequence (P61088 whole entry, looked up): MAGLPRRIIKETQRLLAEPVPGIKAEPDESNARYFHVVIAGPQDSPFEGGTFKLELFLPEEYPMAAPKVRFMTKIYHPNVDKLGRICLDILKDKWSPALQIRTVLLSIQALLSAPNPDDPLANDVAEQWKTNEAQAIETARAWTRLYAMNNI
697 NFkB inh: inhibitors of the PMA/ionomycin-induced NF-kB reporter in 697 B cells; AID 435022; actives 0.33% (n = 330,000); 697 B-cell NF-kB luciferase reporter, 16 h; inhibition, % at 4 µM; in the data active means inhibition above about 35%
Jurkat NFkB inh: lowers PMA/ionomycin-induced NF-kB signal in Jurkat cells; PMA/ionomycin-induced NF-kB luciferase reporter, luminescence; inhibition, % at 4 µM; actives 0.53% (n = 330,000)
SENP7 block: blocks the human protease SENP7; Q9BQF6; recombinant SENP7, Z-RLRGG-aminoluciferin luminescence, 40 min; inhibition, % at 5 µM; actives 1.5% (n = 330,000);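 active means inhibition above about 50% at the single test dose, limit read from the data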;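 further: plate controls were DMSO with enzyme for no effect and no enzyme buffer wells for full effect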
Gli-Sufu antag: Gli-Sufu pathway antagonism; Sufu-KO-LIGHT fibroblasts, Gli luciferase reporter luminescence; inhibition, % at 5 µM; actives 0.74% (n = 340,000); AID 588413;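 active means inhibition above about 55%, limit read from the data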;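 further: 0% = DMSO-treated cells and 100% = wells with medium but no cells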
Apaf-1 inh: inhibitors of human Apaf-1 apoptosome; O14727; reconstituted apoptosome caspase-3 activity, DEVD-Rh110 fluorescence; AID 489030; actives 0.71% (n = 330,000); inhibition, % at 20 µM; active means inhibition of at least 40% at 20 µM;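 further: plate controls were DMSO wells for no effect and DEVD-CHO caspase inhibitor wells for full effect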
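Material: reconstituted apoptosome with Apaf-1, cytochrome c, caspase-9, procaspase-3, dATP / Buffer or medium: pH 7.5 Hepes buffer with CHAPS, BSA, DTT / Also added: cytochrome c with DEVD-Rh110 / Schedule: compound with Apaf-1, dATP, procaspase-3 30 min, then 50 min reaction, room temperature / Technique: rhodamine 110 fluorescence at Ex 480/Em 540 nm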
HKDC1 inh: HKDC1 (human) hexokinase inhibition | recombinant HKDC1, G6PDH/diaphorase resazurin coupled fluorescence | inhibition, % at 20 µM | actives 0.16% (n = 340,000) | AID 493160;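 active means inhibition above about 35% when tested at 20 µM, limit read from the data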;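 further: plate controls were DMSO wells with enzyme for no effect and DMSO wells lacking enzyme for full effect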
Target sequence (Q2TB90 whole entry, looked up): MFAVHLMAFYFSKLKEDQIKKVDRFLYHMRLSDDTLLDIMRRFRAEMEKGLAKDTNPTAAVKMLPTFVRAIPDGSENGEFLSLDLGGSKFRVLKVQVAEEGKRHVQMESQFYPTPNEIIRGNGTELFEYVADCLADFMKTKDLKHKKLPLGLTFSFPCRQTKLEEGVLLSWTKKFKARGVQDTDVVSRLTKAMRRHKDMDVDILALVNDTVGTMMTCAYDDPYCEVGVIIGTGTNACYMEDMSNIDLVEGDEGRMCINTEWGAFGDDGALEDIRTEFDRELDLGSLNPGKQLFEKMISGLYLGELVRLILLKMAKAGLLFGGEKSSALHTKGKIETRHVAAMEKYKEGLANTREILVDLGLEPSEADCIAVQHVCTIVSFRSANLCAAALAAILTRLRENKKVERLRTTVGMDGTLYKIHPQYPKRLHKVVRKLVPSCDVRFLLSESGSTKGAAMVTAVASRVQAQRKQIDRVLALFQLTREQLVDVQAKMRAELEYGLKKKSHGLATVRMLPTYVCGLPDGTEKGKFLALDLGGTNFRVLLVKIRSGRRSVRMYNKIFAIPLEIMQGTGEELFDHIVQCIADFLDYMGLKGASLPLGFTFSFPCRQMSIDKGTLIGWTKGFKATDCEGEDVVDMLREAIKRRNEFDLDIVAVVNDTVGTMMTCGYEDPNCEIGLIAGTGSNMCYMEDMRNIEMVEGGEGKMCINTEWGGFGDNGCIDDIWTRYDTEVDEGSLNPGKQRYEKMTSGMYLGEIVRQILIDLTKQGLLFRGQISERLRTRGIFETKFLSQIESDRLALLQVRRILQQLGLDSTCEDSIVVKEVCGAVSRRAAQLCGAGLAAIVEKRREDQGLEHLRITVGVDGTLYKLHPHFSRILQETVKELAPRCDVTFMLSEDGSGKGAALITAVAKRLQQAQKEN
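Test system: recombinant HKDC1 (HK5) hexokinase enzyme, produced in-house / Doses: 20 µM test compound, 1% DMSO / Timing: 90 min, room temperature / Detection: G6PDH/diaphorase-coupled fluorescence, 1 mM NADP, 100 µM resazurin, 525/613 nm / Control set: DMSO wells with and without enzyme mix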
SENP8 block: SENP8 protease inhibition | purified SENP8, Z-RLRGG-aminoluciferin cleavage, luminescence | inhibition, % at 10 µM | actives 1.2% (n = 330,000) | AID 2540
An asterisk follows results filed as active. Unless noted, no stated cut-off is given here; in the data, active means inhibition above about 50%; inactive means the rest.

SMILES	UBC13 inh	697 NFkB inh	Jurkat NFkB inh	SENP7 block	Gli-Sufu antag	Apaf-1 inh	HKDC1 inh	SENP8 block
CC(=O)c1sc(NC(=O)c2ccc(COc3ccccc3Cl)o2)nc1C	-7.8	9.2	-10.7	15.3	-0.2	20.7	-5.6	-1.3
COc1ccsc1C(=O)N1CCN(Cc2ccc3c(c2)OCO3)CC1	1.6	2.6	-4.4	3.7	-9.8	8.1	-3.2	2.9
Cc1cc(C)cc(OCc2ccc(C(=O)NN)o2)c1	-7.2	-5.7	0.3	-15.3	-8.7	4.2	1.6	-2.1
OCC[C@@H]1C[C@@H](O)[C@H](O)[C@@]2(Cc3ccccc3CO2)O1	5.4	21.3	9.1	-4.5	-2.8	-0.9	-2.1	-6.9
CSc1nc(-c2ccccc2)nc(NC(=O)C(C)C)c1C(C)=O	-9.0	19.8	3.0	-10.1	-2.4	8.4	-10.7	-12.5
CNC(=S)N(CCCN(C)C)Cc1cc2cc3c(cc2[nH]c1=O)OCCO3	-3.2	-9.0	-4.1	-0.4	6.3	-10.9	-0.2	1.9
O=[n+]1c2c(n([O-])c3c1CCC3)CCCC2	3.7	1.8	-0.9	-5.9	2.6	-12.4	-5.9	5.5
CCCCn1c(N)c(N(CCOC)C(=O)CSCc2cccc(C)c2)c(=O)[nH]c1=O	-4.5	-26.1	-3.7	9.0	-6.6	1.6	-4.0	-10.6
CC(=O)c1nnn(-c2cccc(C#N)c2)c1C	4.3	1.4	7.8	-4.9	-10.9	-11.8	-0.4	-4.3
O=C(NC1=NCCS1)c1cccc(OC(F)F)c1	-1.3	-108.2	-87.4	2.9	-104.4	0.4	-10.2	-10.1
Cc1ccc(NC(=O)C(C)OC(=O)/C=C/c2ccccc2)cc1 (configuration not stated)	4.8	7.6	-19.1	-3.9	-3.6	13.1	-3.5	-1.4
CCCCOc1ccc(C(=O)Nc2ccc3c(c2)C(=O)NC3=O)cc1	-0.8	3.8	3.8	14.4	-6.1	-4.4	-0.6	-7.5
O=C(NCc1ccc(Cl)cc1Cl)Nc1ccccc1	3.2	-60.0	-56.0	-7.5	-52.6	-9.9	-2.0	-5.7
COc1ccc(N2CCN(C(=S)Nc3ccc(C)cc3C)CC2)cc1	-0.9	6.9	7.3	8.6	-12.4	-6.3	-5.8	1.9
O=C(CSc1n[nH]c(-c2ccccc2)n1)Nc1ccc(Br)cn1	-0.5	0.6	3.5	6.6	-24.4	1.8	-0.8	2.5
CCCOc1ccc(-c2nnc(-c3ccncc3)o2)cc1	5.5	-204.1	-88.3	44.7	-74.7	6.0	10.9	9.1
COC(=O)[C@H](Cc1ccccc1)NC(=O)c1cc(COc2c(F)cccc2F)on1	-7.6	-88.4	-51.5	-16.0	-28.9	24.3	-5.9	-7.9
CCO/C(C)=N/n1c2nc3ccccc3nc2c2c(=O)n(CC(C)C)c(C)nc21	-2.1	23.6	11.4	5.9	-2.7	5.9	1.6	7.9
O=C(Nc1ccc2c(c1)OCCO2)C1CCN(S(=O)(=O)c2ccc3c(c2)OCCO3)CC1	9.6	3.6	-9.6	3.7	-4.6	-7.1	4.3	3.2
O=C(COC(=O)c1ccccc1O)NCC1COc2ccccc2O1 (configuration not stated)	6.3	14.3	6.9	13.8	0.1	0.6	-3.2	3.1
O=S1(=O)NC(=NCc2ccccc2)c2ccccc21	-1.0	1.4	0.4	-0.4	5.9	0.9	-12.3	-0.9
O=C(O)C1CC(=O)N(c2ccc(F)c(F)c2)C1 (configuration not stated)	4.7	-4.7	0.0	-5.9	-15.7	-0.6	1.4	-5.7
O=C(/C(=C/O)N=Nc1cccc(C(F)(F)F)c1)c1ccccc1	-8.0	15.7	3.4	5.2	2.0	9.8	10.1	3.1
COc1ccc(CC(=O)NNS(=O)(=O)c2ccc([N+](=O)[O-])cc2)cc1OC	-10.3	10.8	-0.7	-4.1	-20.1	-479.1	-4.1	-18.4
O=C(O)c1cccc(NCc2cccnc2)c1	11.4	-3.7	2.6	2.8	-22.4	3.4	-3.6	-2.2
O=C(N/N=C/c1ccc([N+](=O)[O-])o1)c1cn2ccc3ccccc3c2n1	0.2	3.8	-6.2	-6.3	-5.7	12.8	2.0	-4.4
Cc1cc(C)n(CCNc2nc3nonc3nc2N2CCCCC2)n1	-6.5	12.8	-0.5	3.2	15.2	-3.4	-3.5	-5.0
CCOC(=O)c1c(NC(=O)C2CC2)sc(C)c1CC	-5.1	-15.3	-9.0	-6.4	4.2	-8.6	11.7	-6.9
C/C(=N\NC(=O)c1c[nH]c2ccccc12)c1ccc2c(c1)OCO2	7.9	-7.6	-14.4	1.0	-34.6	-3.5	-7.3	-11.3
Cc1[nH]n(-c2ccccc2)c(=O)c1/C=C1\C=NN=C1c1ccccc1	-17.6	-37.1	0.3	-9.2	-11.5	30.4	2.1	-12.0
COc1cc(/C=C/C(=O)c2ccc(C)c([N+](=O)[O-])c2)cc(OC)c1O	-21.2	19.3	26.5	3.3	5.0	4.2	17.2	-1.4
Cc1c(C)c(C)c(CN2CCSCC2)c(C)c1C	2.9	20.1	19.5	-3.8	8.0	-17.9	-2.7	-5.6
Cc1ccc(-c2nn3c(C)nnc3s2)cc1NC(=O)CSc1ccc(Cl)cc1	1.9	0.3	4.3	13.1	10.0	15.3	11.8	6.6
CN(Cc1ccccc1)C(=O)c1[nH]cnc1C(=O)NC1CCN(C(=O)OC(C)(C)C)CC1	3.5	1.2	8.6	8.2	37.6	21.2	3.1	-9.4
Cc1ccc(OCCn2c(=O)n(C)c3ccccc32)cc1	4.9	-96.1	-55.5	-4.0	-58.7	11.0	-10.2	-9.4
COc1ccc(N(CCCN2C(=O)c3cccc4cccc(c34)C2=O)C(=O)c2cccs2)cc1	1.8	-9.8	0.6	-4.9	32.4	0.5	13.7	5.3
O=C(Cc1ccc(Cl)cc1)NNC(=O)c1ccco1	-2.7	-4.3	9.8	1.9	2.1	-10.8	-4.8	-2.4
Cc1cc(C(=O)NNC(=O)c2cccc(C(F)(F)F)c2)no1	2.8	-10.4	-2.3	14.6	3.5	-18.6	-4.4	-5.2
COc1ccc(NS(=O)(=O)c2ccc(N3CC(O)=C(c4ccccc4)C3=N)cc2)cc1	2.3	22.1	7.3	-2.6	1.0	-11.7	3.9	-1.4
CCCc1c(C(=O)N/N=C(\C)CCc2ccc(OC)cc2)nnn1-c1nonc1N	2.2	12.9	11.4	2.3	-0.1	-6.1	-4.1	13.4
O=c1c(C=NCCCn2ccnc2)c(-c2ccccc2)[nH]n1-c1nc2ccccc2s1	0.4	33.6	9.6	-1.7	-17.4	4.1	-4.5	-5.7
O=C1OC(N2C(=O)CC[C@H]2C(=O)Nc2ccc3c(c2)OCO3)c2ccccc21 (some centres not stated)	-15.0	-3.0	-6.7	9.9	-5.4	-4.2	0.6	-6.6
O=C(NC(C(=O)N/N=C/c1ccccn1)c1n[nH]c(=O)c2ccccc12)c1ccccc1 (configuration not stated)	-15.5	18.5	3.2	10.0	3.4	-10.8	-5.8	-5.3
CN1CCN(C(=S)c2ccc(-c3cc(Cl)ccc3Cl)o2)CC1	13.6	-12.1	27.4	-7.1	-3.1	0.0	2.1	-0.3
CCOC(=O)C(=Nc1ccc(Cl)cc1)NO	3.7	16.9	-2.4	3.7	-1.2	-0.9	-4.6	-2.2
O=C(NCc1ccc2c(c1)OCO2)c1nc(Cn2cc([N+](=O)[O-])cn2)no1	-7.3	9.5	7.8	-4.1	53.7	4.1	-5.8	-8.9
Cc1ccccc1CC(=O)Nc1ccc(S(=O)(=O)N2CCN(C)CC2)cc1	-8.0	-22.0	7.5	-15.5	-2.5	7.4	-4.6	-0.6
Cc1cc(-c2ccc(S(=O)(=O)N3CCCCC3)s2)on1	-4.1	-25.8	1.5	-3.3	2.2	8.5	-4.0	1.1
O=[N+]([O-])c1ccc(Sc2nnnn2-c2ccccc2)c(Cl)c1	-9.8	-9.7	9.0	6.2	26.1	1.2	11.9	-7.2
Clc1ccc(N2CCN(c3nc4nonc4nc3N3CCSCC3)CC2)nc1	-8.4	-3.1	0.2	-0.2	-13.6	-20.5	2.8	4.1
O=C(O)C1CN(C(=O)c2cccc(Br)c2)C1	4.1	19.2	-7.8	-1.6	0.0	12.7	13.2	1.4
COc1ccc2nc(NC(=O)C(NS(=O)(=O)c3cccc4nsnc34)C(C)C)sc2c1 (configuration not stated)	9.3	-6.6	-9.8	0.3	-9.3	8.5	-3.0	-1.2
CCSC1=NCCN1S(=O)(=O)c1ccc2ccccc2c1	3.6	10.3	5.9	3.4	10.8	-0.4	-1.9	7.0
O=C(CN1CCN(S(=O)(=O)c2cccc(F)c2)CC1)Nc1ccnn1C1CCCC1	7.3	4.9	0.6	5.2	-13.4	-0.2	0.0	-6.0
COc1ccc(CC(=O)NCc2nn(-c3ccccc3)nc2C)cc1OC	2.4	9.0	-3.7	0.8	-12.3	1.8	-2.2	1.9
COc1cc(-c2n[nH]c(=S)n2/N=C/c2cccn2C)cc(OC)c1OC	4.8	6.5	21.9	-1.2	6.5	-2.5	3.1	1.6
Cc1c(Cl)cccc1NC(=O)CNC(=O)CCS(=O)(=O)c1ccc(F)cc1	-4.5	13.7	1.0	-3.8	-5.8	13.3	1.7	-13.4
Cc1ccc(S(=O)(=O)CC(=O)c2cc(C)c(O)c(C)c2)cc1	0.5	-0.6	0.6	4.7	0.7	-6.9	-5.5	-1.0
CCCc1nnc(NC(=O)CCC(=O)NC2CCCCCC2)s1	-7.8	-16.3	2.6	1.3	-2.1	1.1	-7.1	-0.3
c1ccc(-c2nn3nnnc3c3ccccc23)cc1	5.6	-19.1	-7.6	1.4	-3.5	20.9	-5.8	1.6
O=C(C[C@H]1C/C=C\CC[C@H](Cc2ccc(F)cc2)C(=O)OC[C@H]2CCCN2C1=O)N[C@@H](CO)Cc1ccccc1	14.5	17.3	21.5	2.9	12.7	14.9	2.1	-6.1
CC(C)[C@H](NC(=O)C1CCN(S(=O)(=O)c2ccccc2)CC1)C(=O)NCc1ccc(F)cc1	-1.1	-4.6	3.4	-2.4	-10.7	-4.4	-5.0	1.3
Cc1nc(N/N=C/c2ccccc2)nc(N(C)c2ccccc2)c1[N+](=O)[O-]	-11.0	4.6	-17.4	-6.4	9.3	7.0	-0.3	-12.5

Structures shown so far with a Cl atom:
SMILES	UBC13 inh	697 NFkB inh	Jurkat NFkB inh	SENP7 block	Gli-Sufu antag	Apaf-1 inh	HKDC1 inh	SENP8 block
CC(=O)c1sc(NC(=O)c2ccc(COc3ccccc3Cl)o2)nc1C	-7.8	9.2	-10.7	15.3	-0.2	20.7	-5.6	-1.3
O=C(NCc1ccc(Cl)cc1Cl)Nc1ccccc1	3.2	-60.0	-56.0	-7.5	-52.6	-9.9	-2.0	-5.7
Cc1ccc(-c2nn3c(C)nnc3s2)cc1NC(=O)CSc1ccc(Cl)cc1	1.9	0.3	4.3	13.1	10.0	15.3	11.8	6.6
O=C(Cc1ccc(Cl)cc1)NNC(=O)c1ccco1	-2.7	-4.3	9.8	1.9	2.1	-10.8	-4.8	-2.4
CN1CCN(C(=S)c2ccc(-c3cc(Cl)ccc3Cl)o2)CC1	13.6	-12.1	27.4	-7.1	-3.1	0.0	2.1	-0.3
CCOC(=O)C(=Nc1ccc(Cl)cc1)NO	3.7	16.9	-2.4	3.7	-1.2	-0.9	-4.6	-2.2
O=[N+]([O-])c1ccc(Sc2nnnn2-c2ccccc2)c(Cl)c1	-9.8	-9.7	9.0	6.2	26.1	1.2	11.9	-7.2
Clc1ccc(N2CCN(c3nc4nonc4nc3N3CCSCC3)CC2)nc1	-8.4	-3.1	0.2	-0.2	-13.6	-20.5	2.8	4.1
Cc1c(Cl)cccc1NC(=O)CNC(=O)CCS(=O)(=O)c1ccc(F)cc1	-4.5	13.7	1.0	-3.8	-5.8	13.3	1.7	-13.4

From PubChem BioAssay
